Screening data (PubChem)
SKN-1 block: blocks SKN-1 activity in C. elegans; C. elegans VP596 Pgst-4::GFP/RFP ratio, acrylamide-induced, 24 h; inhibition, % at 21.8 µM; hit rate 0.49% among 360,000; AID 624304;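 active means interference check ratio from 0.5 to 1.5 plus GFP to RFP signal ratio inhibition reaching or exceeding a fixed threshold, cut at about 30% in these data, passing the limit was not always enough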; further: some compounds called inactive have numbers as strong as hits
eLon inh: E. coli protease La inhibition | purified E. coli Lon protease, fluorescence polarization | P0A9M0 | hit rate 0.42% among 360,000 | inhibition, % at 7.94 µM; in the data active means inhibition above about 13%, passing the limit was not always enough;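 further: 0% = enzyme with probe and DMSO and 100% = no enzyme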
Target sequence (P0A9M0 whole entry, looked up): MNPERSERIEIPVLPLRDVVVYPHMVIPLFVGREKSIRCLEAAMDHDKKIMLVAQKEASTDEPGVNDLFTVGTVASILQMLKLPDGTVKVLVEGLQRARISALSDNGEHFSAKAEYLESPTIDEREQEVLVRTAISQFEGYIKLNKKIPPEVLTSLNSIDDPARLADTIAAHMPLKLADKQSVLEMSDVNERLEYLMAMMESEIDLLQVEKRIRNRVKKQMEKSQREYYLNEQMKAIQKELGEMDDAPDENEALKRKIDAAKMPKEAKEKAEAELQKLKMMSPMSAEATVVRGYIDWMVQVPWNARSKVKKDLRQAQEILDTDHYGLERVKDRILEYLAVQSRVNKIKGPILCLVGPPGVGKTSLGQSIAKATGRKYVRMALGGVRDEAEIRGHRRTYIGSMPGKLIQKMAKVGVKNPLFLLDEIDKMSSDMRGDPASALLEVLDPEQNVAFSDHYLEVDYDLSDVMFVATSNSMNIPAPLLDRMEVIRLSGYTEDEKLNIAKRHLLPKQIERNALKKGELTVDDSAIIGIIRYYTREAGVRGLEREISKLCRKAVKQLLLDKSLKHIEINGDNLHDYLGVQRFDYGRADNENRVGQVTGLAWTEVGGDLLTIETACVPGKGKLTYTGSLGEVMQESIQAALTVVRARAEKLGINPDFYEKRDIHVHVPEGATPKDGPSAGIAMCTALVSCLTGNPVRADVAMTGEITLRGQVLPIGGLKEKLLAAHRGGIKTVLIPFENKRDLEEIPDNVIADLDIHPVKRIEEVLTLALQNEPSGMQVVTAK
Rin1-Abl PPI inh: human Rin1-Abl interaction inhibition; P00519+Q13671; TR-FRET Rin1/Abl binding, biochemical; inhibition, % at 7.35 µM; hit rate 0.4% among 360,000; AID 588664; in the data active means inhibition above about 5%, passing the limit was not always enough
MT1-MMP act inh: inhibitors of human MT1-MMP activation. P50281. GFP/RFP ratio change, % at 20 µM. AID 651647. hit rate 0.061% among 360,000. HT1080 RFP-PRO-GFP cells, GFP/RFP ratio fluorescence, overnight; percent of plate control window, DMSO zero;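 active means GFP/RFP ratio change of at least 30% with cell ATP level not reduced by more than half and red fluorescence within 50% of control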; further: strong numbers were not always called active
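Assay system: HT1080 RFP-PRO-GFP cells | Dosing: 20 µM single dose, 1% DMSO | Incubation: Cells overnight before dosing, compound overnight, 37 °C, 5% CO2 | Evaluation: GFP/RFP fluorescence ratio | Control set: DMSO-only wells and HT1080 RFP-L50D-GFP cell wells as references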
NRP1-CendR mod: NRP-1/CendR interaction modulation; O14786; FAM-RPARPAR peptide binding to NRP-1, fluorescence polarization; inhibition, % at 25 µM; hit rate 0.85% among 360,000; AID 602438;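 active means inhibition or corrected inhibition above about 18%, plus a signal ratio from 0.5 to 1.5, limit read from the data, passing the limit was not always enough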; further: strong numbers were not always called active
Neddylation inh: inhibitors of human cullin neddylation; AID 651699; TR-FRET cullin neddylation, biochemical; calls only at 25 µM; hit rate 0.58% among 360,000; P61081+Q13564; in the data active means inhibition above about 36%
PABP1 MLLE inh: inhibitors of microRNA-mediated deadenylation, human PABP1 MLLE binding | P11940 | GST-MLLE / FITC-PAM2 fluorescence polarization | inhibition, % at 20 µM | hit rate 0.36% among 360,000 | AID 588489; in the data active means inhibition above about 35%, passing the limit was not always enough;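 further: plate controls were DMSO wells with GST-MLLE for no effect and wells lacking GST-MLLE protein for full effect; some results filed as inactive read as strong as hits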
FAS-TE inh: blocks the thioesterase domain of human fatty acid synthase | P49327 | recombinant FAS-TE, OMFH fluorogenic substrate, fluorescence endpoint | inhibition, % at 15 µM | hit rate 0.67% among 360,000 | AID 602261;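 active means compounds whose normalised, plate-corrected inhibition of enzyme fluorescence in the single-dose primary screen is 50% or more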;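 further: 0% = DMSO with enzyme and 100% = substrate without enzyme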
MsrA act: activators of bovine methionine sulfoxide reductase A. purified bovine MsrA, absorbance read-out. hit rate 0.3% among 360,000. activation, % at 10.6 µM; in the data active means activation above about 7.5%;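 further: 0% = vehicle and 100% = reference activator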
Active calls of the source: *; i = inactive; + = active, no number.

Every second line gives: Neddylation inh, PABP1 MLLE inh, NRP1-CendR mod, MsrA act, FAS-TE inh, SKN-1 block, eLon inh, MT1-MMP act inh, Rin1-Abl PPI inh
Cc1[nH]c2ccccc2c1/C=N/NC(=O)c1cccc(F)c1
→ i, 3, -4, -8, -1, 0, 31*, -3, 0
O=C(Nc1cccc(Cl)c1)N1CCN(Cc2ccccc2)CC1
→ i, -1, 10, -1, 2, -13, 1, 0, -1
COc1ccc(NC(=O)CON=CC(=O)Nc2ccc(C)cc2)c(OC)c1
→ i, 8, 3, -2, 0, -4, 2, 5, 2
O=C(CN(C(=O)Cn1nnc(-c2ccccc2F)n1)c1cnc2ccccc2c1)NCC1CCCO1 (configuration not stated)
→ i, -10, 4, -4, -1, 14, -6, -2, 3
Cc1ccc(-n2c(C)nc3c(cnn3-c3ccc(C)c(C)c3)c2=O)cc1C
→ i, -8, 9, -1, 21, -1, 4, -1, -1
Cc1ccc(CNC(=O)Cn2nnc3ccccc3c2=O)cc1
→ i, 6, 8, -2, -4, 8, -1, 2, 2
COc1cccc(CNC(=O)CCS(=O)(=O)c2ccc3c(c2)NC(=O)CS3)c1
→ i, 3, -7, -3, -6, 2, -10, 0, 0
Cc1ccc(C)c(NC(=O)Cn2nc(C(F)(F)F)cc2C2CC2)c1
→ i, 2, -3, -9, -2, -4, -2, 2, 1
CCn1c(=S)sc2c(=O)n(CC(=O)Nc3cccc(Cl)c3)c(C)nc21
→ i, -9, -4, -2, 33, -6, -2, 3, 6
COc1ccccc1CNC(=O)c1cccc(NC(=O)c2ccccc2)c1
→ i, 12, 5, -4, 3, 0, 2, -8, 2

Remaining list, next part:
Every second line gives: Neddylation inh, PABP1 MLLE inh, NRP1-CendR mod, MsrA act, FAS-TE inh, SKN-1 block, eLon inh, MT1-MMP act inh, Rin1-Abl PPI inh
Fc1ccc(NC(=S)N/N=C/c2ccc(F)c(F)c2)cc1
→ i, 25, -4, 0, 10, 0, 0, 0, -4
CCOC(=O)C1=C(CN2CCN(C(=O)c3ccco3)CC2)NC(=O)NC1c1ccc(OC(C)C)cc1 (configuration not stated)
→ i, 4, 7, -1, -2, 21, 8, 1, 2
C=CCN(C(=O)c1csnn1)C(C(=O)NCc1ccccc1)c1ccccc1F (configuration not stated)
→ i, 19, 7, -10, 1, -7, 6, -3, -1
O=C(O)CCc1ccc(-c2ccccc2)n1CC1CCCO1 (configuration not stated)
→ +, -6, -10, 0, -5, -3, -4, 4, 3
O=C(CSc1nncs1)NC(=O)NCc1ccco1
→ i, 4, 2, -2, -4, -3, -8, 3, 2
O=C(O)C1(Cc2nc3ccccc3[nH]2)CCCC1
→ i, -1, 14, -6, -5, -1, -4, -1, 1
CCN(CC(=O)NCc1cccs1)c1ccc(S(=O)(=O)N2CCOCC2)cn1
→ i, -29, 1, 0, -8, 0, 6, -6, 1
COc1ccc(C2/C(=C(\O)c3ccc4c(c3)OCCO4)C(=O)C(=O)N2Cc2cccnc2)cc1OC (configuration not stated)
→ i, -1, 3, -6, 0, 6, -6, 0, 1
CCOc1cccc(C(=O)NC(=S)Nc2cccnc2)c1
→ i, 18, -16, -2, -7, 3, 2, -7, 1
COc1ccc(-n2c(-c3ccc(Br)cc3)n[nH]c2=S)cc1
→ i, -6, 5, 1, 0, -22, -11, 5, 1

Two records drawn at random from those above:
Every second line gives: Neddylation inh, PABP1 MLLE inh, NRP1-CendR mod, MsrA act, FAS-TE inh, SKN-1 block, eLon inh, MT1-MMP act inh, Rin1-Abl PPI inh
CCN(CC(=O)NCc1cccs1)c1ccc(S(=O)(=O)N2CCOCC2)cn1
→ i, -29, 1, 0, -8, 0, 6, -6, 1
COc1ccc(-n2c(-c3ccc(Br)cc3)n[nH]c2=S)cc1
→ i, -6, 5, 1, 0, -22, -11, 5, 1

Additional compounds.
Every second line gives: Neddylation inh, PABP1 MLLE inh, NRP1-CendR mod, MsrA act, FAS-TE inh, SKN-1 block, eLon inh, MT1-MMP act inh, Rin1-Abl PPI inh
CCCCN1C[C@H](COC(=O)CCC)Oc2cccc(F)c2S1(=O)=O
→ i, 1, -9, -2, 5, -9, -8, 3, 0
Cc1ccc(C)c(NC(=O)CSc2nc(N)c(NC(=O)c3cccs3)c(=O)[nH]2)c1
→ i, 22, -8, -3, -7, -12, -9, 1, -2
O=C(NCc1ccccc1Cl)c1ccc(Br)o1
→ i, -4, -4, -1, -1, 5, 6, 2, 1
COc1ccccc1C(CNC(=O)CCNC(=O)c1ccccc1Cl)N1CCCC1 (configuration not stated)
→ i, 9, -2, -2, -9, 13, -6, 4, 3
CCn1cc([N+](=O)[O-])c(C(=O)Nc2nc(-c3ccc(C)cc3)c(C)s2)n1
→ i, 3, -3, -6, 7, 10, -2, -3, 4
O=C1C(Cl)=C(NCCCN2CCOCC2)C(=O)N1CCc1ccccc1
→ i, -10, -4, 0, 1, 17, -7, 1, 0
CC(C)NC(=O)NC(=O)COc1ncnc2sccc12
→ i, -17, -16, -4, -5, 1, -9, 0, 2
O=S(=O)(c1ccc(F)cc1)N1CCN(c2nc(-c3ccc(F)cc3)cs2)CC1
→ i, 2, -8, -4, 28, 3, -3, 4, 1
COc1ccccc1C(C)NC(=O)CCNC(=O)c1ccc(Cl)cc1 (configuration not stated)
→ i, 24, -4, -2, -3, 12, 6, -1, -2
CCCCCN(C(=O)CCC(=O)OCC(=O)N(CC)C1CCCCC1)c1c(N)n(CCCC)c(=O)[nH]c1=O
→ i, 10, -4, 0, -3, 1, 6, -3, -1

The results go on.
Every second line gives: Neddylation inh, PABP1 MLLE inh, NRP1-CendR mod, MsrA act, FAS-TE inh, SKN-1 block, eLon inh, MT1-MMP act inh, Rin1-Abl PPI inh
CCOc1cccc(N(C(=O)CCC(=O)Nc2cc(C)on2)C(C(=O)NC(C)(C)C)c2ccc(OC)cc2)c1 (configuration not stated)
→ i, 19, -6, -1, 4, -9, 3, -1, 1
CCS(=O)(=O)N1CCN(c2ncnc3sc(C)c(C)c23)CC1
→ i, -5, 12, 0, 4, 16, 9, -2, -1
Cc1nn(Cc2ccccc2)c(Cl)c1C(=O)OC(C)C#N (configuration not stated)
→ i, 6, -6, -4, 6, 8, -9, -1, -4
CCOc1ccc(N2C(=O)CC(N3CCc4ccccc43)C2=O)cc1 (configuration not stated)
→ i, -3, -21, -3, 1, -15, -8, 6, 0
O=C(c1ccco1)N1CCN(C(=O)c2ccco2)C1=S
→ i, -2, -4, 1, -3, -5, 0, -6, 0
COc1ccc(-n2cc(-c3ccc(Br)cc3)[nH]c2=S)cc1
→ i, -85, -4, -3, -2, 7, 0, 9, -1
O=C(Cn1c(NCCO)nc2ccccc21)Nc1cccc(S(=O)(=O)N2CCCC2)c1
→ i, -27, 2, -3, -3, 8, 3, 3, 3
O=C(Nc1cccc(-c2nnc(-c3ccco3)o2)c1)c1ccccc1
→ i, 0, -6, -3, 7, -4, -2, -1, 10*
CCNc1nc(Cl)nc(NC2CCCCC2)n1
→ i, -2, 4, -4, -3, 24, 2, -1, -1
O=C(CCN1C(=O)S/C(=C/c2ccc(F)cc2)C1=O)Nc1ccc(O)c(C(=O)O)c1
→ +, 4, -22, -3, 8, 9, -4, -2, 4

Remaining list, next part:
Every second line gives: Neddylation inh, PABP1 MLLE inh, NRP1-CendR mod, MsrA act, FAS-TE inh, SKN-1 block, eLon inh, MT1-MMP act inh, Rin1-Abl PPI inh
Cc1oc2cc(Br)c(O)c(Br)c2c1C(=O)c1ccccc1
→ i, -9, -4, -4, 7, -1, 3, -1, 1
O=[N+]([O-])CC(=Nc1ccc(Cl)cc1)N/N=C\c1oc(O)c2ccccc12
→ i, -11, -14, -7, -63, -2, -11, -7, 1
COc1ccccc1N1C(=O)S/C(=C\c2ccc(C)s2)C1=O
→ i, -82, -105, -4, -15, 6, -32, -33, -1
Cc1cc(C)cc(OCC(=O)Nc2ccc3c(c2)OCCO3)c1
→ i, 8, 10, -9, -3, 1, -9, 2, 2
O=C(COC(=O)c1cc(S(=O)(=O)N2CCOCC2)ccc1Cl)NCCc1ccccc1
→ i, 6, 10, -1, 3, -23, -23, 3, 2
O=C(CSc1nc(NS(=O)(=O)c2ccccc2)cc(=O)[nH]1)Nc1ccc(Cl)cc1
→ i, 13, -1, -2, -3, 4, 6, -8, -1
Clc1ccc(OCc2nc(-c3ccncc3)no2)c(Cl)c1
→ i, 2, 5, -2, 26, 24, -3, 3, -2
CN(C(=O)COC(=O)c1ccc(S(=O)(=O)N2CCCCCC2)cc1)c1ccccc1
→ i, -16, -1, 0, 16, 13, -9, 2, -4
O=C(Nc1ccccc1N1CCOCC1)c1cccc2ccccc12
→ i, -5, -3, -2, 6, 5, 2, -2, 3
CC(C)(C)C(=O)NC(=S)Nc1ccccc1N1CCCC1
→ i, 24, 17, -5, 16, 11, 3, 2, -4

(listing goes on)
Every second line gives: Neddylation inh, PABP1 MLLE inh, NRP1-CendR mod, MsrA act, FAS-TE inh, SKN-1 block, eLon inh, MT1-MMP act inh, Rin1-Abl PPI inh
Cc1ccc2cc3c(N)[nH]nc3nc2c1
→ i, -14, 1, -2, -8, 3, -4, 5, -6
CC(C)Cc1nc2sc3c(SCC(N)=O)ncnc3c2c2c1CCC2
→ i, 2, 20, -1, -2, 6, -3, 0, 0
CCOc1cc(/C=C2\C(=N)N3N=CSC3=NC2=O)ccc1OS(=O)(=O)c1ccccc1
→ i, -4, -13, -5, -1, -5, -8, -5, 4
O=C(COC(=O)CC1CC2CCC1C2)NCc1ccc(Cl)cc1 (configuration not stated)
→ i, -5, 8, -3, 7, 28, -7, 2, 0
CCc1ccc(N2CN(Cc3cccnc3)CNC2=S)cc1
→ i, -57, 3, -6, -7, -8, -1, 3, 0
Cc1cccc(Cn2ccc(-c3ccc(Cl)cc3)c(C#N)c2=O)c1
→ i, 0, -20, -1, -4, 2, 8, 1, -2
COCCNC(=O)C(c1ccco1)N(C(=O)Cn1nnc2ccccc21)c1ccccc1C (configuration not stated)
→ i, 7, 1, -2, -7, 7, -2, -3, 2
COc1cc(/C=N/NC(=O)CC2(C)OCCO2)cc(Br)c1O
→ i, -10, 2, -3, -5, 13, -3, 1, 0
CCOC(=O)C(C(=O)OCC)C(=O)c1cccc2ccc3ccccc3c12
→ i, -8, 2, -8, 0, 17, 7, 1, 5
COc1ccc(CNS(=O)(=O)c2ccc3c(c2)C(C)(C)C(=O)N3C)cc1
→ i, -14, 7, 0, -1, -14, -3, 2, 5

More structures follow:
Every second line gives: Neddylation inh, PABP1 MLLE inh, NRP1-CendR mod, MsrA act, FAS-TE inh, SKN-1 block, eLon inh, MT1-MMP act inh, Rin1-Abl PPI inh
O=C(COC(=O)CCc1ccc(S(=O)(=O)N2CCOCC2)cc1)Nc1ccc(Cl)cn1
→ i, 7, -2, -5, 0, -13, -1, 0, -1
O=C(CN1CCN(S(=O)(=O)c2ccccc2)CC1)Nc1ccc2c(c1)CCC2
→ i, -5, -25, -2, 14, 6, -2, 0, 2
CCN1C(=O)[C@@H]2[C@@H]3CN(S(=O)(=O)c4ccc(C)cc4)[C@@H](c4ccccc4Cl)[C@@H]3C(=O)C[C@@H]2C1=O
→ i, 8, -18, -3, 1, 13, 9, -5, 1
Cc1ccc(C(=O)COC(=O)c2ccc(-c3cnc4ccccc4n3)cc2)cc1C
→ i, -3, -1, -4, 15, 4, 0, 2, 0
CCCOc1ccc2ccccc2c1/C=N/n1c(C)nnc1-n1nc(C)cc1C
→ i, -4, 7, 1, 1, 7, 2, -8, -2
CCN1C(=O)[C@@H]2[C@@H](c3ccc(-c4ccccc4)cc3)N3CCCC[C@@]3(C(=O)OC)[C@@H]2C1=O
→ i, 6, 13, -4, 18, -5, -15, -5, 4
